# PAX8 reporter: inhibitors of PAX8 transcriptional activity in RMG-I cells; hit rate 1.2% among 360,000; RMG-I TPO-luciferase reporter, SteadyGlo, 24 h; inhibition, % at 12.6 µM; AID 652154;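 active means mean replicate inhibition at least 60% with every replicate also reaching 60%; inconclusive means only one of the two criteria is met; inactive means mean below 60% and not all replicates reaching 60%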;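 further: luciferase light reporting Pax8 driven TPO promoter activity; plate controls were median of neutral control wells for no effect and mitoxantrone controls for full effect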
# ERp5 inh: inhibitors of human ERp5; ERp5 insulin aggregation, absorbance 650 nm, 90 min; inhibition, % at 9.99 µM; hit rate 0.05% among 350,000; Q15084;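 active means mean replicate inhibition above about 25%, with every replicate also reaching it, limit read from the data, passing the limit was not always enough; inconclusive means only one of those two criteria met; inactive means neither criterion met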
# Target sequence (Q15084 whole entry, looked up): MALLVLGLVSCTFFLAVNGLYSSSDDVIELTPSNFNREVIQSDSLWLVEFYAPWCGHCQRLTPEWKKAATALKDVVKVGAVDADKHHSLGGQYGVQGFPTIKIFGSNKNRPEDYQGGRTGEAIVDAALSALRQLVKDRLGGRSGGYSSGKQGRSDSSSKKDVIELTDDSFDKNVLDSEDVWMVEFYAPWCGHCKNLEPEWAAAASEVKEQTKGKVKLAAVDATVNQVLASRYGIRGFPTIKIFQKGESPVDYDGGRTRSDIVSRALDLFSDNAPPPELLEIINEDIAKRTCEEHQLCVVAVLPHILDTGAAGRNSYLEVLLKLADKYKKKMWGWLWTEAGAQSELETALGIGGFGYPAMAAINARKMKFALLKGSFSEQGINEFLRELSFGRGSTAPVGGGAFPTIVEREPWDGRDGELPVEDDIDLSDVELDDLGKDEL
# INS-1E GSIS act: primary screen for activators of insulin secretion dependent on glucose, INS-1E cells, GLuc reporter luminescence; INS-1E GLuc reporter insulin secretion, 2-3 h; activation, % at 16.6 µM; hit rate 0.61% among 370,000;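 active means lowest replicate activation of at least 40%, so every replicate reaches that level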;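 further: 0% = median of neutral control wells and 100% = median of IBMX positive control wells; some compounds called inactive have numbers as strong as hits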
# ARNT-TACC3 inh: disrupts binding between human ARNT and TACC3; Q9Y6A5; AlphaScreen His-ARNT PAS-B/GST-TACC3 binding, luminescence; TACC3 fragment carries E629A point mutation; inhibition, % at 9.99 µM; hit rate 0.66% among 390,000;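 active means mean inhibition of replicates at least 50% and at least half of replicates each reaching 50%; inconclusive means half or more replicates reach 50% but mean below 50%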;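 further: 0% = complete ARNT plus TACC3 wells and 100% = ARNT alone without TACC3; many hits fall short of the cut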
# CFTR F508del cor: correctors of CFTR F508del function in bronchial epithelial cells; activity (quench increase), % at 7.58 µM; AID 720511; hit rate 0.36% among 350,000; CFBE cells, YFP halide quenching; stimulated with forskolin plus potentiator P3; % fluorescence drop versus neutral controls;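 active means mean added fluorescence quench of at least 8% versus neutral control, with both replicates also reaching 8%; inconclusive means only one of the mean or replicate conditions met; inactive means mean below 8% and not both replicates reaching 8%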;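 further: cells transiently co-express mutant CFTR-F508del with the halide-sensitive YFP; corrector assay measuring rescue of mutant channel to the surface after 24 h compound exposure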
# DENV2 CPE rescue: inhibitors of DENV2 cytopathic effect; DENV2-infected cells, cytopathic effect rescue, plate reader; hit rate 1.7% among 350,000; CPE inhibition, % at 9.99 µM; AID 651640; in the data active means CPE inhibition above about 20%, passing the limit was not always enough; inconclusive means no clear call, values can overlap the other calls; tested in BHK-21 cells;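 further: 0% = median of neutral control wells and 100% = median of positive control wells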
# EWS-Fli inh: inhibitors of EWS/Fli oncoprotein transcriptional activity; A673 NR0B1-luciferase reporter, viability-normalised; inhibition, % at 12.6 µM; hit rate 0.67% among 350,000; AID 651661;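 active means mean inhibition of at least 50% after viability correction, with every replicate also passing that limit; inconclusive means mean reaches 50% but only one of two replicates passes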;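 further: firefly luciferase signal divided by Alamar Blue viability fluorescence both relative to DMSO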
# XiGFP reactiv: X-chromosome reactivation activator. XiGFP mouse fibroblasts, % GFP-positive cells imaging, 3 d; cells co-treated with 5-aza-dC sensitizer; scaled so ellipticine positive control = 100%. activation, % at 7.58 µM. hit rate 0.055% among 360,000. AID 743238;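 active means mean normalized replicate activation at least 10% and every replicate at or above 10%; inconclusive means only one of the two criteria met; inactive means mean below 10% and not all replicates reach 10%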;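 further: 0% = median of on-plate neutral control wells and 100% = ellipticine 6 µM median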
#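 Material: SV40-immortalized XiGFP fibroblast cells, line 68-5-11 | Buffer or medium: DMEM containing 5-aza-dC | Dosing: One concentration, pinned | Times: 3 d treatment, 15 min room-temperature fixation | Controls: Ellipticine 6 µM positive control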
# * marks the source's active call; other numbers are inactive results; ? = inconclusive; nt = no result given.
# The line under a structure holds: PAX8 reporter	ERp5 inh	INS-1E GSIS act	ARNT-TACC3 inh	CFTR F508del cor	DENV2 CPE rescue	EWS-Fli inh	XiGFP reactiv
> C/C(=N\NC(=O)c1ccn(C)n1)c1ccco1
    -85	2	16	1	1.0	13	-60	0.0
> COCCCN=Cc1c(C)[nH]n(-c2ccc(Br)c(C)c2)c1=O
    -76	nt	0	-3	nt	nt	nt	0.1
> COc1cccc(-c2ccc3c(c2)O[C@@H](CN(C)Cc2cccnc2)[C@@H](C)CN([C@@H](C)CO)S3(=O)=O)c1
    -20	-4	-3	-5	3.5	-4	15	0.1
> O=C(Nc1cccnc1)c1cc2cc(Br)ccc2oc1=O
    2	-3	8	-1	3.2	-4	-18	0.1
> C/C=C/c1cnc2c(c1)C(=O)N([C@H](C)CO)C[C@H](C)[C@@H](CN(C)Cc1cccc(C(=O)O)c1)O2
    -12	-4	11	-6	-3.0	3	-6	0.4
> COCc1cc(=O)[nH]c(SCC(=O)N2CCOCC2)n1
    -1	-5	6	-3	-0.5	-7	5	0.0
> Cc1cc(NN=Cc2ccccn2)nc2ccccc12
    41	2	20	nt	5.7	16	-5	-0.2
> COc1cc(/C=C/c2ccc3c(Br)cc(Br)c(O)c3n2)ccc1O
    73*	-1	9	-1	-0.7	-3	32	-0.1
> CN1C[C@H]2[C@@H](c3ccccc31)[C@H](CO)N2C(=O)Nc1cccc(F)c1
    -23	-2	15	-6	-3.2	7	-16	0.0
> CC(=O)Nc1ccc(S(=O)(=O)N2CCN(CC(=O)N3CCOCC3)CC2)cc1
    11	-5	18	-6	-0.7	1	11	0.0
> CC(=O)Nc1ccc(-c2csc(NC(=O)CCNC(=O)c3ccco3)n2)cc1
    nt	2	2	nt	-3.6	0	2	0.0
> CNC(=O)C[C@H]1C(=O)N(CCc2ccccc2)C[C@@H]1CSC
    -7	-2	2	nt	-2.5	0	-5	0.1
> CCN1CCN(c2ccc(S(=O)(=O)N3CCCCC3)cc2NC(=O)c2ccccc2)CC1
    8	10	-1	0	1.3	-12	-2	0.0
> COCC#Cc1ccc2c(c1)O[C@@H](CN(C)S(C)(=O)=O)[C@@H](C)CN([C@H](C)CO)S2(=O)=O
    nt	0	25	7	-3.2	-7	-6	0.3
> COC(=O)N1N=C(c2ccc(Br)cc2)CC1(O)C(F)(F)F (stereo not drawn)
    -158	nt	-5	-4	nt	nt	nt	0.3

# Additional structures.
# The line under a structure holds: PAX8 reporter	ERp5 inh	INS-1E GSIS act	ARNT-TACC3 inh	CFTR F508del cor	DENV2 CPE rescue	EWS-Fli inh	XiGFP reactiv
> c1ccc(-n2nnnc2-c2cccnc2)cc1
    -15	-3	12	11	2.1	4	6	0.0
> CCCC(=O)Nc1nnc(SCC(=O)Nc2ccc3c(c2)OCCO3)s1
    2	4	-4	3	2.6	-1	-2	0.1
> CCOC(=O)c1cc(-c2ccc(F)cc2)n(CC(=O)NCc2ccccn2)c1C
    -2	-2	5	nt	1.5	nt	-5	0.0
> COc1ccc(OC)c(-n2c(SCC(=O)NCc3ccco3)nnc2-c2c[nH]c3ccccc23)c1
    15	-1	-20	-2	-3.6	2	-1	0.1
> CCN(CC)C(=O)CSc1ccc(C(F)(F)F)cc1[N+](=O)[O-]
    -3	nt	4	-9	nt	nt	nt	0.5
> Cc1cc(NC(=O)CCC(=O)N(Cc2ccc(F)cc2)C(C(=O)NC2CCCC2)c2ccco2)no1 (stereo not drawn)
    2	-6	-8	-5	4.8	-6	4	0.0
> Cc1noc(C)c1NC(=O)Nc1ccc2c(c1)C(=O)N([C@@H](C)CO)C[C@H](C)[C@@H](CN(C)Cc1ccc(C(=O)O)cc1)OCCCC[C@H](C)O2
    -5	nt	25	-1	-2.3	19	-9	-0.1
> C[C@H]1CCCCO[C@H](CN(C)S(=O)(=O)c2cn(C)cn2)[C@@H](C)CN([C@@H](C)CO)C(=O)c2cc(NC(=O)NC3CCCCC3)ccc2O1
    2	1	1	-4	-0.2	2	-2	-0.1
> COc1cc(Cl)cc(/C=N\NC(=O)c2ccc3c(c2)OCO3)c1O
    42	-3	2	nt	4.9	-9	14	1.1
> O=C(NCc1ccco1)c1csc2c1CCCCC2
    nt	1	-17	-5	-1.0	1	-28	nt
> COc1ccc(C2CC(c3ccccc3OC(C)=O)=NN2C(=O)/C=C/c2ccccc2)cc1 (stereo not drawn)
    2	nt	-4	8	nt	nt	nt	0.4
> CCOc1ccc(C(=O)NNC(=O)CNC(=O)c2ccc(C)s2)cc1OC
    6	4	3	3	-0.2	-6	6	-0.1
> O=C1NCCN1CCNS(=O)(=O)c1ccc(F)cc1
    4	-2	-10	-10	nt	7	10	0.5
> COc1ccccc1C(=O)COC(=O)c1c(-c2ccccc2)noc1C
    -6	-3	18	-28	-1.9	-8	-2	-0.1
> CCc1ccc(-c2cc(C)no2)cc1S(=O)(=O)NCCc1ccc(OC)c(OC)c1
    15	3	-5	2	1.7	-1	1	0.0

# Going on with the list:
# The line under a structure holds: PAX8 reporter	ERp5 inh	INS-1E GSIS act	ARNT-TACC3 inh	CFTR F508del cor	DENV2 CPE rescue	EWS-Fli inh	XiGFP reactiv
> CC(=O)Nc1cc(-c2ccc(S(C)(=O)=O)cc2)cn2c(-c3ccc(F)cc3)cnc12
    nt	4	-2	nt	-3.2	6	3	-0.1
> N#C[C@H]1[C@H](c2ccccc2)[C@H](CO)N1C(=O)C1CCCC1
    2	2	-4	5	-3.1	8	-2	-0.1
> O=C(O)CC(CNC(=O)C1CCCN1C(=O)OCc1ccccc1)c1ccccc1 (stereo not drawn)
    -4	0	20	-5	-0.8	2	-9	0.0
> COc1ccc2c3c([nH]c2c1)[C@H](CO)N(Cc1ccccc1Cl)CC31CCN(C(C)=O)CC1
    nt	nt	2	nt	-0.7	22*	-13	0.3
> O=C(C1CCCC1)N1CC(=O)N2[C@H](C1)[C@@H](c1ccc(C#Cc3cccc(F)c3)cc1)[C@@H]2CO
    nt	3	-19	nt	4.8	0	-5	0.1
> CC(=O)c1c(O)c(C)c(O)c2c1OC1=CC(=O)/C(=C(/C)N)C(=O)C12C (stereo not drawn)
    -9	-11	nt	nt	nt	-7	5	0.0
> Cc1ccc2nc(C3CCCCC3)c(Cc3ccsc3)n2c1
    -4	2	-15	nt	1.4	2	8	0.0
> O=C(C[C@@H]1CC[C@H]2NC[C@H](O)COC[C@@H]2O1)N1CCc2ccccc2C1
    -20	-1	-6	-2	1.0	8	16	0.2
> CCc1ccc(O)c(N=Cc2cccc(C)c2O)c1
    nt	?	13	1	1.9	15	13	nt
> Cc1cc(O)c(NC(=O)c2ccc(C)c([N+](=O)[O-])c2)cc1C
    -95	-2	24	nt	0.4	3	-90	0.0
> CCCCNC(=O)COC(=O)c1ccc(N(C)C)cc1
    15	6	1	-6	0.0	4	13	-0.8
> CC(=O)Nc1ccc(S(=O)(=O)Nc2ccc3nc(C)sc3c2)cc1
    9	0	-27	-4	-0.5	-7	15	0.0
> O=C(O)CN1C(=O)CCS(=O)c2ccccc21 (stereo not drawn)
    -6	2	17	-6	-1.7	1	-8	-0.1
> O=C(Cc1c[nH]c2ccccc12)NCc1ccncc1
    17	-6	-1	-5	0.9	-1	nt	0.0
> Nc1[nH]c(C(=O)c2ccc(Br)cc2)c(-c2ccncc2)c1C(=O)c1ccccc1
    1	-6	19	nt	-1.8	-6	3	0.2

# Whole records as entered above:
# `CCc1ccc(O)c(N=Cc2cccc(C)c2O)c1` across the screens: PAX8 reporter: nt; ERp5 inh: ?; INS-1E GSIS act: 13; ARNT-TACC3 inh: 1; CFTR F508del cor: 1.9; DENV2 CPE rescue: 15; EWS-Fli inh: 13; XiGFP reactiv: nt
# `C/C(=N\NC(=O)c1ccn(C)n1)c1ccco1` across the screens: PAX8 reporter: -85; ERp5 inh: 2; INS-1E GSIS act: 16; ARNT-TACC3 inh: 1; CFTR F508del cor: 1.0; DENV2 CPE rescue: 13; EWS-Fli inh: -60; XiGFP reactiv: 0.0
# `C[C@H]1CCCCO[C@H](CN(C)S(=O)(=O)c2cn(C)cn2)[C@@H](C)CN([C@@H](C)CO)C(=O)c2cc(NC(=O)NC3CCCCC3)ccc2O1` across the screens: PAX8 reporter: 2; ERp5 inh: 1; INS-1E GSIS act: 1; ARNT-TACC3 inh: -4; CFTR F508del cor: -0.2; DENV2 CPE rescue: 2; EWS-Fli inh: -2; XiGFP reactiv: -0.1

# Next part:
# The line under a structure holds: PAX8 reporter	ERp5 inh	INS-1E GSIS act	ARNT-TACC3 inh	CFTR F508del cor	DENV2 CPE rescue	EWS-Fli inh	XiGFP reactiv
> O=C(O)c1ccccc1NS(=O)(=O)c1cccc(NS(=O)(=O)c2cc(Br)ccc2Br)c1
    2	1	nt	-1	nt	-6	6	0.0
> Cc1ccc(C(=O)Nc2ccc(Nc3ccccc3)cc2)c(Cl)c1
    14	3	8	-1	-1.8	2	-57	0.5
> O=C(CCc1nnc(Cc2ccc3c(c2)OCO3)o1)NCCc1ccccc1Cl
    8	-1	-21	1	0.4	3	nt	0.0
> O=C(CSc1nc2cc(Cl)ccc2s1)c1cc2ccccc2o1
    nt	5	5	23	-2.0	-3	-194	nt
> O=C(Nc1ccc([N+](=O)[O-])cc1Br)c1cccnc1
    -6	-7	14	-3	nt	1	-3	0.3
> O=C(c1ccccc1)N1C[C@H]2[C@@H](c3ccccc31)[C@@H](CO)N2C(=O)CN1CCOCC1
    -1	-1	7	0	-0.8	2	2	0.1
> CCC1(c2ccccc2)NC(=O)N(CC(=O)Nc2cc(S(=O)(=O)N3CCOCC3)ccc2OC(C)C)C1=O (stereo not drawn)
    nt	5	-28	0	-0.4	0	3	-0.2
> COc1ccc(-c2c3c(=O)n(C)c(=O)n(C)c3cn2-c2cccc(OC)c2)cc1
    nt	-1	25	0	-2.2	5	5	nt
> COc1cccc(CN(C)CC(=O)Nc2ccccc2C(=O)Nc2ccccc2)c1
    15	-6	7	0	3.3	3	5	0.3
> CC(C)N(Cc1ccccc1)C(=O)CN1C(=O)NC2(CCCC2)C1=O
    4	0	11	0	0.9	-4	3	-0.1
> O=C(NCCOc1ccccc1)c1ccccc1Cl
    -42	-3	14	-3	1.8	-1	-32	0.0
> C[C@H](CO)N1C[C@H](C)[C@H](CN(C)C(=O)Nc2ccccc2)OCCCC[C@H](C)Oc2ccc(NS(=O)(=O)c3cccs3)cc2C1=O
    9	1	-11	-7	2.7	-1	-2	0.0
> CCC(C)[C@H](NC(=O)C1CC(=O)N(c2ccc(OC)cc2)C1)C(=O)NC1CCCC1 (stereo partly drawn)
    8	6	29	-2	-1.2	8	-4	0.0
> CC1CCN(CC(=O)Nc2nccs2)CC1
    6	2	7	-15	-0.5	-3	-3	0.0
> CC(C)CC#Cc1cnc2c(c1)C(=O)N([C@@H](C)CO)C[C@H](C)[C@@H](CN(C)Cc1ccc(C(=O)O)cc1)O2
    nt	-6	5	1	-3.6	-1	9	0.0
> CCOC1=C2CN(S(=O)(=O)c3ccc(C)cc3)C(c3cccc(Cl)c3)CC2N(S(=O)(=O)c2ccc(C)cc2)C(c2ccncc2)C1 (stereo not drawn)
    3	0	-23	nt	3.2	6	18	0.4
> O=C(C[C@@H]1CC[C@@H]2[C@H](COC[C@H](O)CN2C(=O)c2ccncc2)O1)NCc1cc(F)cc(F)c1
    -12	0	4	-16	-0.7	-6	6	0.2
> CC(C)(C)NC(=O)c1cccc2c1C(=O)c1ccccc1-2
    5	-4	nt	6	1.7	-2	3	0.0
